# aSyn yeast inh – rescues yeast growth from alpha-synuclein toxicity. Potency, µM (top dose mostly 46.1 µM), for inactives: at the top dose growth rescue (activation), actives largely listed as activators. Yeast expressing alpha-synuclein, growth rescue, BacTiter-Glo, 24 h. AID 652106. actives 0.14% (n = 370,000); also: % of control where 0% means no effect; nearly all actives have a fitted effect of over 65% in size
#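 Screening used galactose-induced yeast with toxic alpha-synuclein levels, exposed to compound for 24 hr at 30 deg C. Cell growth, read with BacTiter-Glo luminescence, gave the measured signal.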
# PTHR1 agonist – activates the human parathyroid hormone receptor PTHR1; Q03431; HEK293 GP2 PTHR1 cells, GloSensor cAMP luminescence, 1 h; Potency, µM (doses to about 115 µM), inactives show top-dose activation, usual class: activators; actives 0.075% (n = 410,000); AID 743266; also: nearly all actives have a fitted effect of over 55% in size; some results filed as inactive show a strong effect at the top dose; inactives centre near -15; many of its hits are not listed in these tables
#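 HEK-293-derived GP2 cells expressing PTHR1 and a GloSensor cAMP reporter, 3,000/well, plated overnight, given luciferin plus IBMX (each 0.5 mM as added) for 1 h at 37 °C, then compound for 1 h at 37 °C. Luminescence was read after 15 min at room temperature.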
# TDP-43 yeast inh – rescues yeast growth from TDP-43 toxicity. TDP-43 expressing yeast growth rescue, BacTiter-Glo, 24 h. Potency, µM (top dose mostly 46.1 µM), for the others: top-dose growth rescue (activation), usual class: activators. actives 1.8% (n = 410,000). AID 652104; also: % of control where 0% means no effect; nearly all actives have a fitted effect of over 50% in size
#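 Readout is BacTiter-Glo luminescence of cell growth, so inhibitors register as activators. TDP-43-expressing yeast at OD600=0.02 in galactose medium, after raffinose pregrowth to mid-log, were incubated with compound for 24 hr at 30 deg C.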
# FUS yeast rescue – rescues growth of FUS-expressing yeast; S. cerevisiae FUS-expressing, growth rescue, OD600, 24 h; Potency, µM (highest dose often 76.6 µM), without a hit: at the highest dose growth rescue (activation), actives largely listed as activators; actives 0.24% (n = 390,000); AID 1347120;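 also: plate controls were DMSO vehicle for no effect and reference control for full effect; nearly all actives have a fitted effect of over 55% in size; some results filed as inactive show a strong effect at the top dose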
#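 Toxicity suppression screen in FUS-yeast. Cells induced with 2% galactose, starting OD 0.005, treated 24hr at 30C with compounds at multiple final concentrations; growth by OD600.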
# EPAC2 antagonist – antagonists of human EPAC2; Potency, µM (top dose mostly 114 µM), for inactives: top-dose activity, negative = inhibition, hits mostly inhibitors; EPAC2 GEF exchange of Rap1B-BODIPY-GDP, fluorescence; actives 0.18% (n = 360,000); AID 720708; Q8WZA2; also: % is scaled to controls: 0 for no effect and ±100 for the full control effect; nearly all actives have a fitted effect of over 45% in size; many of its hits are not listed in these tables
# EPAC1 antagonist – blocks human EPAC1 exchange factor; O95398; EPAC1 GEF assay, Rap1b-BODIPY-GDP exchange fluorescence; Potency, µM (top dose mostly 115 µM), for inactives: at the highest dose activity change, negative = inhibition, actives largely listed as inhibitors; actives 0.14% (n = 360,000); AID 720709;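 also: plate controls were vehicle for no effect and positive control for full effect; nearly all actives have a fitted effect of over 50% in size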
# Target sequence (O95398 whole entry, looked up): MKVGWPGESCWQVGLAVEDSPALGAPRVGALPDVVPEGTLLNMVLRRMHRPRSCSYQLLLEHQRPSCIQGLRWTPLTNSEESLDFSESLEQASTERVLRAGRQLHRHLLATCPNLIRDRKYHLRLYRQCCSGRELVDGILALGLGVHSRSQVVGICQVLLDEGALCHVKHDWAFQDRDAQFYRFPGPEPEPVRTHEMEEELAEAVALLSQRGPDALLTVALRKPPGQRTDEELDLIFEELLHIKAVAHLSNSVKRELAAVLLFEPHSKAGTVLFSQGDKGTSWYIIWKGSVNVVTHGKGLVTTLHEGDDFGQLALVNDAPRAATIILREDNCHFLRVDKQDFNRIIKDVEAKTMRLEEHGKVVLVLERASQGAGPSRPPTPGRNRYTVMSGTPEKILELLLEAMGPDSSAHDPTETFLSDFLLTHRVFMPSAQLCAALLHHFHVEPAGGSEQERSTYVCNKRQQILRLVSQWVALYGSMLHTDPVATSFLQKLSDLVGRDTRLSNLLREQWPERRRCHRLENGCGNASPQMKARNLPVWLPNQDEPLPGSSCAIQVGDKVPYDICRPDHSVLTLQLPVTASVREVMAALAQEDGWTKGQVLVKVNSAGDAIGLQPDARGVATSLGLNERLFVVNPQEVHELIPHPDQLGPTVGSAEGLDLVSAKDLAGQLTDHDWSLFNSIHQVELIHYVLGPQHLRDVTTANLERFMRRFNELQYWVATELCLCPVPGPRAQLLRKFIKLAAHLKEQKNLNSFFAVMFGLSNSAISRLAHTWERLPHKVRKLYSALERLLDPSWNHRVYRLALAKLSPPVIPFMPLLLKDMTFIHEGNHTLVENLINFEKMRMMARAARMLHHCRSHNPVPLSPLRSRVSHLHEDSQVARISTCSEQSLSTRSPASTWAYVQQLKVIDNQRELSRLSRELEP
# EPAC1 ag – agonists of human EPAC1. O95398. actives 0.073% (n = 360,000). EPAC1 agonist qHTS, biochemical assay; response scale: 100% = response to 6.5 mM cAMP. AID 720707. Potency, µM (highest dose often 154 µM), inactives show at the highest dose activation, most hits filed as activators; also: nearly all actives have a fitted effect of over 60% in size
#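 Fluorescent GDP-exchange assay: 100 nM EPAC1 with 250 nM Rap1B preloaded with BODIPY-GDP and 50 uM GDP; compounds tested as concentration series, 5 min at room temperature, then read every 5 min for 30 min (ex 480/em 540 nm); normalized to 6.5 mM cAMP.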
# EPAC2 ag – agonists of human EPAC2 (RAPGEF4); AID 720711; EPAC2 activation, biochemical qHTS; response scale: 100% = 6.5 mM cAMP response; Potency, µM (doses to about 154 µM), inactives show at the top dose activation, hits mostly activators; Q8WZA2; actives 0.079% (n = 360,000); also: nearly all actives have a fitted effect of over 50% in size
#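 Exchange assay: 100 nM EPAC2 with 250 nM Rap1B-BODIPY-GDP and 50 uM GDP. Fluorescence (ex 480/em 540 nm) read every 5 min for 30 min at room temperature. Data normalized to 6.5 mM cAMP as agonist control.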
# An asterisk follows results filed as active; i = inactive; u = inconclusive; x = no result given; [ ] = another dose, or the depositor's remark. Calls follow the shape of the dose curve; as a rule, active = well fitted curve in the direction sought with a large enough effect; inconclusive = small, poorly fitted or top-dose-only effect, or another doubt; inactive = no such curve, though single readings can be large; an effect the other way counts as inactive or inconclusive. Potency is read from the fitted curve at half-maximal effect. An excerpt; the hit share may differ from the screen's.
# Sample of the layout, two compounds:
# Each structure is followed by: aSyn yeast inh	PTHR1 agonist	TDP-43 yeast inh	FUS yeast rescue	EPAC2 antagonist	EPAC1 antagonist	EPAC1 ag	EPAC2 ag
N#Cc1c(NC(=O)CCC(=O)O)sc2c1CCCC2
 : 0.2%	-9.6%[57.5 µM]	5.0%	-13.5%	0.1%	1.2%	5.9%	0.0%[15.6 µM]
O=C(CNS(=O)(=O)c1ccc(Br)cc1Cl)OCC(=O)N1CCCC1=O
 : 0.1%[1.84 µM]	-57.9%[inhibitor]	-13.1%	0.7%	2.0%	19.7%	-19.3%	-4.6%

# The list itself, repeating the preview:
# Each structure is followed by: aSyn yeast inh	PTHR1 agonist	TDP-43 yeast inh	FUS yeast rescue	EPAC2 antagonist	EPAC1 antagonist	EPAC1 ag	EPAC2 ag
N#Cc1c(NC(=O)CCC(=O)O)sc2c1CCCC2
 : 0.2%	-9.6%[57.5 µM]	5.0%	-13.5%	0.1%	1.2%	5.9%	0.0%[15.6 µM]
O=C(CNS(=O)(=O)c1ccc(Br)cc1Cl)OCC(=O)N1CCCC1=O
 : 0.1%[1.84 µM]	-57.9%[inhibitor]	-13.1%	0.7%	2.0%	19.7%	-19.3%	-4.6%
Cc1cc(C)cc(OCC(=O)Nc2ccc(F)cc2)c1
 : 1.3%	-21.6%	3.2%	1.4%	8.8%	-6.4%	1.1%	6.2%
CCCCOc1ccc(C(=O)OCC(=O)N2CCOCC2)cc1
 : 3.3%	i	-13.1%	13.6%	-17.8%	-0.5%	-1.0%	1.7%
COC(=O)c1ccc(NC(=O)C2CCCN2S(=O)(=O)c2ccc(F)cc2)cc1 (centres undefined)
 : -4.6%	-18.3%	3.2%	-6.2%	8.5%	11.2%	3.6%	-10.4%
CCC(Sc1nc(=O)cc(N)n1CCc1ccccc1)C(=O)Nc1ccccc1C#N (centres undefined)
 : -4.3%	i	-20.4%	u	-9.6%	-9.0%	12.8%	6.5%
O=C(CN1C(=O)C2CCCCC2C1=O)Nc1cc(C(F)(F)F)ccc1N1CCCC1 (centres undefined)
 : -4.5%	-3.5%	-19.5%	-2.6%	9.0%	12.2%	-5.3%	5.1%
CCCN(CC1CC1)c1nc(N)c(C#N)c(CC#N)c1C#N
 : -9.4%	i	2.7%	2.9%	2.7%	-8.5%	2.8%	5.3%
CC1=C(C(=O)OC2CCCC2)C(c2coc3ccccc3c2=O)C2=C(CC(C)(C)CC2=O)N1 (centres undefined)
 : 1.9%	-51.8%[inhibitor]	16.0%	16.5%	-28.2%	-10.5%	-5.6%	-6.2%
O=C(CNC(=O)C12CC3CC(CC(C3)C1)C2)N1CCN(S(=O)(=O)c2cccs2)CC1
 : -1.3%	-46.9%	0.0%	x	-0.8%	1.9%	-1.9%	4.4%
CCC1CCCCN1CCCNC(=O)c1cc2c(=O)oc3ccc(C)cc3c2s1 (centres undefined)
 : 11.7%	8.9%	-2.0%	16.6%	-9.1%	21.2%	-0.4%	-2.5%
COC(=O)CCc1ccc(OCC(O)CNC(C)C)cc1 (centres undefined)
 : -3.3%	i	11.0%	-29.4%	2.1%	-10.5%	-2.2%	15.3%
CCCCNc1c(-c2cccc(OC)c2)nc2nc(C)cc(C)n12
 : 0.8%	-15.0%	u	-0.2%	1.5%	-8.2%	-6.2%	-2.1%
Cc1oncc1C(=O)N1CCCC(CO)(Cc2ccc(F)cc2F)C1 (centres undefined)
 : -1.4%	i	4.0%	-4.9%	-7.0%	-0.6%	-0.5%	0.0%
COc1ccc(CNC(=O)[C@@H](NC(=O)C2CCN(S(=O)(=O)c3ccc(C)cc3)CC2)C(C)C)cc1OC
 : -4.7%	i	-1.9%	15.7%	-4.2%	6.6%	-11.4%	-3.6%
CCC(=O)N1CCc2cc(Br)cc(S(=O)(=O)N3CCC(C(=O)NC(C)C)CC3)c21
 : -3.0%	i	-16.2%	8.1%	0.1%	10.4%	9.9%	11.2%
O=C(Nc1ccccc1)N1CCC(C(=O)N2CCN(S(=O)(=O)c3cccc(F)c3)CC2)CC1
 : 0.3%	0.4%[57.5 µM]	-11.7%	u	-4.1%	-4.2%	3.5%	9.4%
CSCC[C@H](NC(=O)c1nn(C)c(=O)c2ccccc12)c1nc2ccccc2[nH]1
 : -2.0%	-14.7%[57.5 µM]	-19.4%	13.5%	-5.4%	6.5%	-11.3%	11.7%
O=C(Cn1c(=O)c2cccn2c2cccnc21)N1CCN(c2ccc(Cl)cc2)CC1
 : 3.4%	-52.3%[inhibitor]	13.6%	-10.2%	5.2%	-7.2%	9.6%	15.1%
CCC(C)c1ccccc1NC(=O)Cc1coc2cc3c(cc12)CCC3 (centres undefined)
 : 27.6%	-12.5%	-16.8%	x	-2.7%	-25.7%	-13.1%	-0.9%
COc1cccc(NC(=S)NC2CC(C)CC(C)(C)C2)c1 (centres undefined)
 : 11.9%	-6.2%	u	9.3%	-24.6%	-8.2%	-7.4%	0.6%
COc1ccc(C(=O)C[n+]2ccccc2/C=N/O)cc1
 : -0.2%	i	-12.5%[0.397 µM]	-9.4%	2.1%	4.0%	9.0%	8.6%
CC(=O)Nc1ccc(SC[C@H](CC(C)C)N2CCN(CCc3ccccc3)CCC2=O)cc1
 : -1.1%	-45.8%[inhibitor]	-6.1%	2.3%	-16.2%	-6.1%	3.3%	18.0%
Cc1ccc(-c2cc(C(=O)Nc3cc(C)on3)c3ccccc3n2)c(C)c1
 : -9.8%	-21.2%	-6.1%	-7.2%	8.5%	6.9%	-4.6%	11.8%
NC(=O)C1CC(=O)N(c2ccc(OCc3ccc(Cl)cc3)cc2)C1 (centres undefined)
 : 7.4%	-23.8%	-5.9%	-11.0%	-2.1%[57.1 µM]	-6.7%	-11.0%	-2.3%
COc1ccc(OC)c(CN2CCN(Cc3cc(OC)c(OC)c(OC)c3)CC2)c1
 : -5.0%	-20.7%	-10.1%	-17.7%	17.9%	-9.7%	-3.1%	8.3%
COc1ccc(C#Cc2c(-c3ccc(OC)cc3)oc3ccc(-c4ccc(OC)cc4)cc23)cc1
 : -9.9%	-12.8%	18.7%	2.5%	13.0%	10.9%	7.7%	-5.8%
O=C(CCCC(=O)NCC1CCCO1)NCC1CCCO1 (centres undefined)
 : 0.8%	i	-5.1%	-2.5%	-1.6%	-9.7%	11.8%	3.1%
O=C(Nc1ccc(C(=O)N2CCN(c3ccccc3)CC2)cc1)C1=CSCCO1
 : 11.5%	i	u	11.5%	0.5%	-14.4%	-11.8%	-0.5%
CC1CCN(c2ccc3nnc(CCC(=O)N4CCCCC4)n3n2)CC1
 : 0.2%	i	-8.3%	12.6%	-5.6%	-1.5%	23.6%	1.2%

# Continuation:
# Each structure is followed by: aSyn yeast inh	PTHR1 agonist	TDP-43 yeast inh	FUS yeast rescue	EPAC2 antagonist	EPAC1 antagonist	EPAC1 ag	EPAC2 ag
CCN(C[C@H]1N[C@@](C)(C(=O)OC)[C@H]2C(=O)N(Cc3ccccc3)C(=O)[C@@H]12)C(=O)NC(C)C
 : 1.2%	9.2%	-6.8%	-26.6%	4.9%	-4.3%	-5.6%	3.9%
O=C(CN1C(=O)C2CC=CCC2C1=O)NC1CCCc2ccccc21 (centres undefined)
 : -3.4%	i	-2.2%	4.8%	7.3%	5.3%	0.9%	-1.0%
O=C(CCC(=O)Nc1ccc(Oc2ccccc2)cc1)NCCO
 : -4.7%	-50.3%[inhibitor][57.5 µM]	-4.2%	-10.3%	-2.6%	0.9%	-2.9%	-24.3%
Cc1cc(NC(=O)c2ccco2)ccc1-n1cnnn1
 : 0.5%	i	2.6%	5.6%	-1.3%	0.0%	0.0%	1.2%
Cc1cccc(C(=O)N(NC(=O)Oc2ccccc2)C(C)(C)C)c1
 : -4.1%	-21.9%	29.1%	x	3.8%	12.5%	-2.4%	-0.2%
Fc1ccc2cnc(-c3ccccc3)c(-c3cc(C(F)(F)F)cc(C(F)(F)F)c3)c2c1
 : -0.8%	-25.7%	1.5%	35.6%	u	-11.5%	-13.7%	-13.4%
CCOC(=O)c1cnc(C(F)(F)F)nc1Oc1ccccc1
 : 2.0%	-14.8%	8.9%	13.5%	1.6%	-8.2%	-9.6%	4.2%
COc1ccc(/C=N/NC(=O)CCc2ccccc2)cc1O
 : 3.2%	i	18.1%	15.8%	9.9%	-3.6%	-6.1%	4.4%
CC1(C)C(=O)Nc2ccccc2N1C(=O)COC(=O)/C=C/c1ccc(OC(F)F)cc1
 : 7.9%	-37.4%[inhibitor]	23.2%	-9.9%	20.6%	3.8%	-1.2%	-2.5%
CC(C)C[C@H]1CNC(=S)N1CC1CCCN1C[C@H](CC(C)C)N1C[C@H](CC(C)C)N(CCc2ccccc2)C1=S (some centres undefined)
 : -23.2%	-31.0%	-20.5%	44.3%	-15.2%	-7.6%	-18.2%	-4.0%
COC/C=C/C1=CC2=CC(=O)C(C)(OC(=O)c3cnc4ccccc4n3)C(=O)C2=CN1Cc1ccco1 (centres undefined)
 : -0.4%	-7.5%	6.8%	u	1.7%	-7.8%	0.8%	6.7%
COc1cccc(C2c3[nH]c4ccccc4c3C[C@H]3C(=O)N(c4ccccc4C(=O)N4CCC(C(=O)O)CC4)C(=O)N23)c1 (some centres undefined)
 : 3.0%	24.6%	15.8%	28.2µM*	4.5%	4.2%	-5.6%	-3.8%
CC1(C)CC(Cc2ccccc2C(F)(F)F)N(C(=O)OC(C)(C)C)C1 (centres undefined)
 : -0.8%	-20.5%	15.0%	-10.0%	-3.0%	-1.5%	-5.7%	4.6%
COc1ccc(C(C(=O)NC2CCCC2)N(Cc2ccccc2)C(=O)c2snc(C(N)=O)c2N)cc1OC (centres undefined)
 : -6.5%	i	0.5%	42.1%	0.4%	u	-10.1%	-11.2%
COc1ccc(-n2cnnc2SCC(=O)NC2CCCc3ccccc32)cc1 (centres undefined)
 : 1.8%	-25.6%	-23.9%	7.1%	-24.5%	2.0%	0.2%	-2.5%
COc1ccc(N(C(=O)c2cccnc2)S(=O)(=O)c2ccc(Cl)cc2)cc1
 : u	-12.4%	25.1%	9.7%	-14.8%	-5.0%	7.8%	16.6%
Cn1c(=O)c2c(nc(N3CCCCC3)n2CC(O)COc2ccccc2)n(C)c1=O (centres undefined)
 : -1.0%	-1.3%	-14.1%	-22.8%	-11.5%	-10.4%	6.9%	4.0%
Cc1cccc(NC(=O)COc2coc(CN3CCN(c4ccccc4)CC3)cc2=O)c1C
 : -5.5%	-36.5%[inhibitor]	9.6%	11.2%	-8.2%	0.7%	-0.6%	-5.0%
CCn1c(CSc2nc(C)cc(C)n2)nnc1SCC(=O)Nc1cccc2ccccc12
 : -4.9%	17.1%[57.5 µM]	-13.2%	18.8%	-2.5%	2.1%	0.0%	10.4%

# From PubChem BioAssay
